High-throughput results as filed in PubChem.
P. falciparum M17LAP = P. falciparum M17LAP inhibitors, primary screen, biochemical, fluorogenic H-Leu-NHMec substrate, 1536-well (AID 1619); 220,000 compounds, 0.38% hits; recombinant M17LAP, H-Leu-NHMec fluorogenic kinetic assay; higher % means a stronger effect; one-dose inhibition, % at 30 µM; IC50 in µM for titrated hits;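 active means compound inhibiting the enzyme by more than half at any dose during confirmatory dose-response retesting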;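 further: plate controls were full reaction with DMSO carrier for no effect and no enzyme background for full effect; strong numbers were not always called active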
AID2073 = inhibitors of Mint1-CaV2.2 protein interaction, biochemical, HTRF (AID 2073); HTRF protein-protein interaction, Mint1-CaV2.2; higher % means a stronger effect; inhibition, % at 20 µM, or IC50 in µM where a hit was titrated; 290,000 compounds, 0.19% hits; in the data active means inhibition mostly above about 51%, no sharp cut-off; further: some results filed as inactive read as strong as hits
ER stress rescue = protection against thapsigargin-triggered cell killing – 384-well, CSM14.1, ATP luminescence, primary screen (AID 1222) | 190,000 tested, under 10 active | CSM14.1 thapsigargin-induced death rescue, ATP luminescence; higher % means a stronger effect | one-dose cellular ATP content (survival), % at 20 µM; EC50 in µM for titrated hits;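 active means EC50 below 50 µM in the dose-response confirmation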;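 further: death triggered by thapsigargin at about 15 µM added after 2 h compound pretreatment; cell ATP read after overnight thapsigargin exposure of roughly 18 to 22 hours; normalized against plate controls of thapsigargin alone and 5% DMSO vehicle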
NOD2 inhibition = inhibition of NOD2-driven NF-kB reporter – cell-based, luminescence, uHTS, HEK293 (AID 1566); HEK293 NOD2/NF-kB luciferase reporter, luminescence; higher % means a stronger effect; one-dose inhibition, % at 4 µM; EC50 in µM for titrated hits; 290,000 compounds, 0.63% hits; further: many of its hits are not listed in these tables
Hep lipid drop = modulators of hepatic lipid droplet formation. AML12 mouse hepatocytes, oleate lipid droplets, BODIPY imaging. inhibition, % at 6.5 µM. 240,000 compounds, 0.4% hits;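 active means lipid droplet intensity inhibited by at least 50%, with more than 500 cells counted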
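Assay system: AML12 mouse liver cells | Compound: 6.5 µM single-point dosing | Schedule: Overnight exposure | Technique: Fluorescence imaging, 20x objective, two fields per well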
SIAH1 antagonists = Siah-1 peptide-binding antagonists, primary screen, biochemical, fluorescence polarization, rhodamine-plectin, uHTS (AID 1817); Siah-1 / rhodamine-plectin peptide fluorescence polarization; higher % means a stronger effect; displacement, % at 20 µM; hits with a dose series show IC50 in µM; 290,000 compounds, 0.02% hits;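 active means displacement of at least 50% at 20 µM, with a fluorescence ratio check between 0.3 and a set limit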;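 further: plate controls were Siah plus tracer with DMSO for no effect and tracer alone without Siah for full effect; strong numbers were not always called active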
P. falciparum M1AAP = malaria alanyl aminopeptidase activity blockers – biochemical, fluorogenic H-Leu-NHMec substrate, 1536-well (AID 1445); recombinant M1AAP, H-Leu-NHMec fluorogenic kinetic assay; higher % means a stronger effect; inhibition, % at 30 µM; hits with a dose series show IC50 in µM; 220,000 compounds, 0.42% hits;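 active means primary inhibition above the hit cutoff, then over 50% inhibition at one or more dose response concentrations, cut at about 23% in these data, passing the limit was not always enough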;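 further: plate controls were DMSO full reaction for no effect and no enzyme background for full effect; strong numbers were not always called active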
XIAP antagonists = XIAP antagonists, biochemical, IAP family, fluorescence polarization (AID 1018); XIAP BIR domain, fluorescence polarization peptide displacement; higher % means a stronger effect; displacement, % at 20 µM; hits with a dose series show IC50 in µM; 200,000 compounds, 0.007% hits; in the data active means displacement above about 50%; further: a part of the inactive calls stands beside numbers as strong as those of hits
LYP phosphatase = inhibitors of LYP phosphatase, biochemical, fluorescence intensity, uHTS (AID 1779) | recombinant LYP phosphatase, fluorescence intensity; higher % means a stronger effect | inhibition, % at 11.5 µM, or IC50 in µM where a hit was titrated | 290,000 compounds, 0.054% hits;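 further: plate controls were vehicle with enzyme for no effect and no enzyme for full effect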
Hep lipid drop cells 6.5 µM = further read-out of Hep lipid drop, marked with its call; cell count; measured here: cell count, cytotoxicity flag;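 cells counted across two imaged fields per well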
* hit, by the source's call; x = no result given. Unless noted, no stated cut-off is given here; in the data, active means inhibition above about 50%; inactive means the rest.

canonical_smiles	P. falciparum M17LAP	AID2073	ER stress rescue	NOD2 inhibition	Hep lipid drop	Hep lipid drop cells 6.5 µM	SIAH1 antagonists	P. falciparum M1AAP	XIAP antagonists	LYP phosphatase
O=C1NC(=O)c2cc(NC(=O)C3COc4ccccc4O3)ccc21 (stereo not drawn)	-0.9%	-6.9%	1.7%	-3.2%	0.3	690	-4.6%	1.3%	-3.8%	-5.7%
Cc1cc(SCC(=O)OCC(=O)c2c(N)n(C)c(=O)n(C)c2=O)c(C)cc1Br	2.5%	9.1%	-1.5%	6.2%	5.2	737	10.9%	7.5%	-7.2%	2.9%
COc1ccc(O)c(-c2cc(-c3ccccc3[N+](=O)[O-])[nH]n2)c1	7.4%	12.0%	-2.1%	-44.3%	14.5	655	5.5%	2.0%	-5.3%	-1.1%
CC(=O)c1ccc2c(c1)OCCOCCOCCOCCOCCO2	-14.2%	4.0%	x	-7.9%	-9.9	690	-2.7%	-5.1%	x	-3.7%
O=C(CCn1cncn1)N1CCN(S(=O)(=O)c2ccc(Cl)cc2)CC1	x	-6.4%	x	-3.3%	-8.3	810	-1.3%	x	x	-6.8%
CN(C)/C=C(\C#N)C(=O)Nc1ccc(F)cc1	-10.5%	2.1%	-2.3%	-23.8%	x	x	3.1%	1.5%	-4.0%	-9.7%
COc1ccc(OC)c(S(=O)(=O)NCCCc2ccccc2)c1	x	6.0%	x	5.7%	-7.1	774	-1.2%	x	x	-2.9%
CCN(CC)C(=O)C[n+]1cccc(C(N)=O)c1	14.6%	10.7%	-1.6%	16.8%	6.3	670	4.4%	4.2%	-3.0%	-0.1%
CS(=O)(=O)N1CCN(c2nc3ccc(Cl)cc3s2)CC1	7.2%	3.3%	x	-39.6%	-15.0	681	0.5%	2.8%	x	-10.3%
CCOC(=O)c1ccccc1NC(=O)CSc1nnc(C)c(=O)[nH]1	x	-0.6%	x	9.5%	3.4	839	2.9%	x	x	-3.0%
O=C(CCN1C(=O)C2C3C=CC(C3)C2C1=O)Nc1ccccc1F (stereo not drawn)	0.4%	4.7%	-2.4%	3.9%	5.8	759	10.5%	1.2%	-6.3%	-0.4%
CC(C)NC(=O)CSc1nc2[nH]ncc2c(=O)[nH]1	6.6%	-3.2%	-1.3%	20.9%	0.6	710	14.6%	1.4%	-6.6%	-4.3%
O=C(NCCN1CCc2ccccc2C1)C1CCN(S(=O)(=O)N2CCCCC2)CC1	-6.7%	1.4%	1.5%	14.2%	x	x	3.9%	6.3%	-3.1%	-10.7%
COc1cc(C(=O)OCC(=O)Nc2cc(-c3cc(C)c(C)cc3C)nn2-c2ccccc2)cc(OC)c1OC	15.1%	19.4%	0.3%	-0.5%	8.8	668	16.0%	7.5%	-2.2%	-1.3%
O=C(NCCCN1CCOCC1)/C(=C/c1cccs1)NC(=O)c1ccccc1	x	9.0%	x	12.1%	28.6	752	-1.7%	x	x	-10.7%
COC(=O)CC(NC(=O)c1ccc(C)cc1)c1ccc2c(c1)OCO2 (stereo not drawn)	3.5%	-1.7%	0.6%	3.0%	-5.9	702	9.2%	-6.1%	1.7%	-9.8%
CC(C)N(C(=O)NC(=O)NCC1CCCO1)S(C)(=O)=O (stereo not drawn)	-1.8%	12.5%	-0.3%	6.6%	x	x	-4.6%	5.4%	-2.2%	-6.8%
Cc1sc2nc(CN3CCOCC3)nc(Oc3ccc(NC(=O)c4ccco4)cc3)c2c1C	-1.8%	-7.9%	0.8%	13.6%	-2.6	733	13.4%	5.2%	-3.6%	-2.5%
NS(=O)(=O)c1cccc(C(=O)NC2CCSc3ccccc32)c1 (stereo not drawn)	x	9.0%	x	-21.4%	-16.2	813	-7.2%	x	x	-3.6%
Cc1ccc(NC(=O)CSc2nnc(C)c(=O)n2N)cc1	8.4%	2.2%	x	22.8%	45.4	727	-4.6%	2.1%	17.0%	-4.0%
O=C(N/N=C/c1cccc2cccnc12)[C@H]1C[C@@H]1c1ccccc1	4.1%	0.9%	x	24.0%	-4.3	689	14.7%	0.4%	x	0.0%
Cn1c(=O)c2c(ncn2Cc2ccc(Cl)c(Cl)c2)n(C)c1=O	2.1%	-0.1%	-3.0%	-10.6%	6.4	791	2.3%	9.4%	-4.0%	3.0%
CN1CCc2c1nc1ccccc1c2NC(=O)CN1CCCC1	x	10.5%	x	5.8%	1.1	806	7.4%	x	x	-6.6%
O=C(c1c[nH]c2ccccc12)C(O)C(c1ccccc1)N1CCOCC1 (stereo not drawn)	-7.8%	5.9%	-0.8%	16.3%	1.1	749	1.6%	4.3%	-1.7%	-10.2%
COc1ccc(OC)c(S(=O)(=O)NCc2cn3ccsc3n2)c1	7.3%	-4.5%	-3.5%	4.0%	2.1	779	-2.3%	7.9%	-1.3%	-4.2%
CCOC(=O)N1CCN(C(=O)CN(C2CCCCC2)S(=O)(=O)c2ccc(F)cc2)CC1	-4.0%	-4.8%	-4.4%	-11.7%	1.7	758	-2.4%	-2.7%	-0.5%	-6.3%
CC(C)[C@H](NC(=O)N1CCn2c1nc1ccccc12)C(=O)N[C@@H](Cc1ccccc1)C(=O)O	x	-1.2%	x	9.5%	8.2	781	2.0%	x	x	-5.3%
O=C(O)Cn1nc2ccccc2n1	7.2%	29.8%	x	7.1%	1.9	691	-3.8%	5.8%	-3.1%	-2.1%
CC(C)n1cc(C(N)=S)c(=O)n(Cc2ccccc2)c1=O	x	11.8%	x	-8.5%	-12.5	790	-0.7%	x	x	-6.9%
CC1CCCCN1C(=O)CSc1ccc(-c2ccc(F)cc2)nn1 (stereo not drawn)	-3.3%	-2.1%	-3.3%	-4.7%	-6.3	724	1.6%	0.4%	-2.3%	2.6%

Reprinted from the part before: two compounds, followed by the next part.
canonical_smiles	P. falciparum M17LAP	AID2073	ER stress rescue	NOD2 inhibition	Hep lipid drop	Hep lipid drop cells 6.5 µM	SIAH1 antagonists	P. falciparum M1AAP	XIAP antagonists	LYP phosphatase
CC(C)n1cc(C(N)=S)c(=O)n(Cc2ccccc2)c1=O	x	11.8%	x	-8.5%	-12.5	790	-0.7%	x	x	-6.9%
CC1CCCCN1C(=O)CSc1ccc(-c2ccc(F)cc2)nn1 (stereo not drawn)	-3.3%	-2.1%	-3.3%	-4.7%	-6.3	724	1.6%	0.4%	-2.3%	2.6%
COC(=O)c1ccccc1NS(=O)(=O)c1ccc2[nH]c(=O)[nH]c2c1	-12.3%	0.3%	-1.2%	-7.8%	5.2	732	0.0%	2.6%	3.8%	-8.0%
COc1ccc(C2c3ccsc3CCN2C(=O)NC(C)(C)C)cc1 (stereo not drawn)	0.4%	16.2%	x	6.3%	7.0	720	0.5%	21.9%	x	-4.5%
CCCn1c(=N)c(C#N)cc2c(=O)n3cccc(C)c3nc21	-10.7%	15.9%	0.8%	10.3%	-3.7	691	-3.4%	12.1%	-4.5%	-34.5%
CCOC(=O)c1ccc(NC(=O)N2CCCCCC2)cc1	x	1.5%	x	-50.7%	0.1	828	1.0%	x	x	-8.7%
O=c1[nH]c(=O)n(Cc2ccccc2)c2nc(-c3ccc(Oc4ccc(F)cc4)c([N+](=O)[O-])c3)n(CCO)c12	3.4%	44.9%	-0.9%	-2.8%	63.9*	748*	2.3%	-0.4%	-3.4%	11.8%
COc1cc(OC)cc(N(C(=O)C2COc3ccccc3O2)C(C(=O)NC2CCCCC2)c2ccc(O)cc2)c1 (stereo not drawn)	9.9%	13.8%	4.5%	-17.2%	-5.3	687	2.9%	11.1%	-10.9%	8.8%
COCCN(CC1CCCN(C2Cc3ccccc3C2)C1)C(=O)CCC(N)=O (stereo not drawn)	x	-3.7%	x	-0.5%	-18.2	791	5.4%	x	x	-3.1%
NC(=O)CN1CCOCCN(CC(N)=O)CCOCC1	x	-15.4%	3.3%	7.6%	x	x	9.1%	x	1.8%	-0.1%
O=C(CC(c1ccc(F)cc1)c1ccco1)N1CCOCC1 (stereo not drawn)	8.7%	11.8%	-2.5%	-2.3%	-25.2	518	-1.0%	2.6%	-2.3%	2.3%
CCOc1ccccc1N1CCN(C(=O)CNC(=O)c2ccc(OC)c(OC)c2)CC1	x	-3.3%	x	-6.4%	x	x	-1.4%	x	x	-4.3%
O=c1c2ccccc2c(-c2ccccc2)nn1Cc1ccccc1	3.7%	2.6%	-2.1%	9.7%	13.9	696	-0.5%	0.8%	-13.2%	3.7%
O=S(=O)(c1ccc(S(=O)(=O)N2CCCC2)cc1)N1CCCCCC1	7.6%	1.8%	-0.7%	7.1%	x	x	-2.4%	2.1%	-3.5%	-2.7%
COCCCNCCOCCOc1ccc(C)cc1Br	15.4%	-8.2%	-1.5%	1.3%	-20.1	718	10.6%	3.2%	-3.2%	-6.6%
O=C(CCn1c2c(c3ccccc31)CCCC2)NNC(=O)c1cccc([N+](=O)[O-])c1	4.6%	5.6%	-0.5%	0.5%	1.2	596	5.8%	7.9%	-11.8%	-1.7%
C/C(=N/NS(=O)(=O)c1ccc(C)cc1)c1c(O)c2ccccc2oc1=O	1.6%	3.3%	x	16.9%	-12.8	727	-6.3%	10.9%	x	-10.0%
COc1cc(NC(=O)C2CC(=O)NC3=C2C(=O)CC(C)(C)C3)c(OC)cc1Cl (stereo not drawn)	3.3%	4.0%	-2.8%	-2.0%	-11.0	727	-4.3%	16.9%	-4.8%	-0.6%
CCNc1nc(N)nc(-c2cc(Cl)ccc2OC)n1	9.3%	14.2%	-1.1%	5.7%	-3.1	680	-0.6%	2.7%	-5.1%	-2.6%

Shown with two lines to a compound: 5 of the compounds above.
Below each compound – P. falciparum M17LAP	AID2073	ER stress rescue	NOD2 inhibition	Hep lipid drop	Hep lipid drop cells 6.5 µM	SIAH1 antagonists	P. falciparum M1AAP	XIAP antagonists	LYP phosphatase
> O=c1[nH]c(=O)n(Cc2ccccc2)c2nc(-c3ccc(Oc4ccc(F)cc4)c([N+](=O)[O-])c3)n(CCO)c12
    3.4%	44.9%	-0.9%	-2.8%	63.9*	748*	2.3%	-0.4%	-3.4%	11.8%
> COc1cc(OC)cc(N(C(=O)C2COc3ccccc3O2)C(C(=O)NC2CCCCC2)c2ccc(O)cc2)c1 (stereo not drawn)
    9.9%	13.8%	4.5%	-17.2%	-5.3	687	2.9%	11.1%	-10.9%	8.8%
> COCCN(CC1CCCN(C2Cc3ccccc3C2)C1)C(=O)CCC(N)=O (stereo not drawn)
    x	-3.7%	x	-0.5%	-18.2	791	5.4%	x	x	-3.1%
> NC(=O)CN1CCOCCN(CC(N)=O)CCOCC1
    x	-15.4%	3.3%	7.6%	x	x	9.1%	x	1.8%	-0.1%
> O=C(CC(c1ccc(F)cc1)c1ccco1)N1CCOCC1 (stereo not drawn)
    8.7%	11.8%	-2.5%	-2.3%	-25.2	518	-1.0%	2.6%	-2.3%	2.3%

This is a subset; rates above refer to the full screens.
